# Source: PubChem
# CIT2-GFP yeast: alters CIT2-GFP fluorescence in TOR pathway yeast screen; GFP response vs DMSO, % at 10 µM; S. cerevisiae CIT2-GFP strain, flow cytometry, 3 h; 100 means same as DMSO wells; 320,000 compounds, 0.065% hits;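 active means GFP response relative to DMSO above a set limit, near the screen mean plus 3 SD, cut at about 150% in these data; inconclusive means Fewer than 70 cells measured for a yeast strain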;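 further: ratio of well median GFP fluorescence to mean of DMSO wells on the plate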
# GRK2 aptamer HTS: human GRK2 inhibition via aptamer displacement | bead flow cytometry, FAM-aptamer displacement from GRK2 | inhibition of aptamer binding, % at 10 µM | 330,000 compounds, 0.59% hits | P25098;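 active means inhibition of aptamer binding above 40%, roughly 3 SD of noise, on plates passing a quality check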;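 further: median bead fluorescence of bound FAM aptamer so fluorescent compounds give negative values; no value below 0 was filed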
# GLD-1 TGE inh: GLD-1-TGE RNA interaction inhibition (C. elegans); Q17339; purified GLD-1 + fluorescein TGE RNA, fluorescence polarization; inhibition, % at 5.96 µM; 320,000 compounds, 0.44% hits;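 active means percent inhibition above a per-plate cutoff, the plate mean of test compounds plus 3 SD, cut at about 30% in these data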;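 further: 0% = DMSO wells with GLD-1 and probe and 100% = wells lacking GLD-1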
# MCL1-BIM inh: inhibitors of human MCL1 binding to BIM-BH3 peptide; Q07820; GST-MCL1 / FITC-Bim-BH3 fluorescence polarization; inhibition, % at 10.9 µM; 320,000 compounds, 0.68% hits; AID 2057;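 active means inhibition above the mean inhibition of all tested compounds plus 3 SD, set per campaign, cut at about 40% in these data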;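 further: 0% = DMSO wells and 100% = unlabeled Bim-BH3 peptide control; higher means more loss of mP so more displacement of Bim peptide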
# Target sequence (Q07820 whole entry, looked up): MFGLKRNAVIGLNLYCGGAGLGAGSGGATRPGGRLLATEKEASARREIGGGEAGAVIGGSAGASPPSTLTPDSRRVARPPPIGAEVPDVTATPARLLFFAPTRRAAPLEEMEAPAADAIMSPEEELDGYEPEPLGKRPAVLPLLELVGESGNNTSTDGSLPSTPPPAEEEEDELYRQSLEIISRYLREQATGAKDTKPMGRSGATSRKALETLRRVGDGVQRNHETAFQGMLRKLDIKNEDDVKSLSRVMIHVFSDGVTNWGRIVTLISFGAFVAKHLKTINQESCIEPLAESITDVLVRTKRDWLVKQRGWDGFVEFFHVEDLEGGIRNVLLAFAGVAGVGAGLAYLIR
# VLA-4 inh: inhibition in a human VLA-4 binding assay; inhibition, % (about 7 µM as worked out from the volumes in the protocol); AID 2557; VLA-4 expressing cells, ligand binding flow cytometry; P13612; 330,000 compounds, 0.2% hits; in the data active means inhibition above about 50%
# AGP1 TOR yeast: alters AGP1-GFP fluorescence in TOR pathway yeast screen; S. cerevisiae AGP1-GFP multiplex flow cytometry, 3 h; GFP as percent of DMSO wells; GFP response vs DMSO, % at 10 µM; 320,000 compounds, 0.02% hits;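 active means GFP response relative to DMSO above a set limit, near screen average plus 3 SD, cut at about 150% in these data; inconclusive means fewer than 70 cells counted for the yeast strain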;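 further: median GFP channel fluorescence of the gated AGP1 strain per well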
# Bcl-xL primary: inhibitors of human Bcl-xL. Q07817. AID 2129. inhibition, % at 10.9 µM. 320,000 compounds, 0.7% hits. GST-Bcl-xL / FITC-Bim BH3 peptide fluorescence polarization;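 active means inhibition above the mean of all tested compounds plus 3 SD, cutoff set per campaign, cut at about 30% in these data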;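 further: 0% = DMSO wells and 100% = unlabeled Bim-BH3 peptide competitor; inhibitors lower millipolarization by displacing the labeled peptide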
# Target sequence (Q07817 whole entry, looked up): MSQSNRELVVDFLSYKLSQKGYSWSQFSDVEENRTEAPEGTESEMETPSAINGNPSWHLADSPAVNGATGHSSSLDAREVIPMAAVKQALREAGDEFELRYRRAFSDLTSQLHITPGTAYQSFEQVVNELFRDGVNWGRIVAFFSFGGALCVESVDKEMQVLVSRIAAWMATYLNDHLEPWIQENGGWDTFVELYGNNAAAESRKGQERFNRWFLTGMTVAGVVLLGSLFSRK
# CR mimetic SO: lowers age-related superoxide in aged yeast cells; S. cerevisiae aged cells, superoxide DHE fluorescence; hits give low values; superoxide response (% of plate mean), % at 10 µM; 330,000 compounds, 0.18% hits; AID 2690;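 active means superoxide response under a set limit, about three screen SD below normal, cut at about 65% in these data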;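 further: yeast aged for seven days with compound at 30 °C before DHE staining; 100% = average MFI of all compound-treated wells on the plate with controls excluded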
# MEX-5 binding: C. elegans MEX-5 TCR-2 RNA binding activity; AID 1832; activity score (negative = inhibition of binding), % at 10 µM; 300,000 compounds, 0.38% hits; MEX-5/FITC-TCR2 RNA binding, fluorescence polarization; hits give low values;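 active means inhibition past about -25% in most replicates, and total fluorescence under double the plate's negative control median, limit read from the data; inconclusive means replicates evenly split on the limit, or fluorescence at least double controls; inactive means too little inhibition in most replicates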;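 further: 0% = DMSO and -100% = 5 µM competing unlabeled TCR2 RNA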
# Target sequence (Q9XUB2 whole entry, looked up): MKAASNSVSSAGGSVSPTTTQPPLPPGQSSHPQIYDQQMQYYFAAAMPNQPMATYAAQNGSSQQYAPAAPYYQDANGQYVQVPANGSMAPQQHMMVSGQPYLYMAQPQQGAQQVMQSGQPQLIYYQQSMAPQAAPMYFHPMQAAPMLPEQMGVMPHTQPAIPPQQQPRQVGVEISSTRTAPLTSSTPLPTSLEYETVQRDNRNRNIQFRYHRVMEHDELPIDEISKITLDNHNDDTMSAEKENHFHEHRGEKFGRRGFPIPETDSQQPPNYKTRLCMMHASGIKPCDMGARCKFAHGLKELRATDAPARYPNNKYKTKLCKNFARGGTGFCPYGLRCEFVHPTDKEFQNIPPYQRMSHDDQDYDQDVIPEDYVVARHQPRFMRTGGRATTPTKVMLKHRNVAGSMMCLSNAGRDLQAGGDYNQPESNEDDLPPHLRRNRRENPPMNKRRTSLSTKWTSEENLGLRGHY
# Starred values were filed as active, the others as inactive; ? = inconclusive; . = not tested or not shown; [ ] = dose if it differs, or a comment.
1) COc1ccc(OCC(=O)Nc2ccc(NC(=O)c3ccco3)cc2)cc1
2) O=C(c1cccc(F)c1)N1CCC(N2CCCCCC2)CC1
3) COc1ccc(NC(=O)CN(c2ccc(F)cc2)S(=O)(=O)c2ccccc2)c(OC)c1
4) Fc1ccccc1NC(=S)NCCc1cccc(Cl)c1
5) Cc1ccccc1C#N
6) C=CC(C)n1c(Br)nc2c1c(=O)[nH]c(=O)n2C (stereo not given)
7) CCN1C(=O)/C(=C\N2CCCc3ccccc32)SC1=S
8) CCOc1cccc(-c2c(C(=O)N/N=C(\C)c3cccnc3)nnn2-c2nonc2N)c1
9) O=C(Nc1ccc2c(c1)OCO2)C1CCCN(S(=O)(=O)Cc2ccccc2)C1 (stereo not given)
10) CC(=O)Nc1ccc(S(=O)(=O)NCc2ccc(C)n2C)cc1
Compound	1	2	3	4	5	6	7	8	9	10
CIT2-GFP yeast	93	97	98	97	105	94	98	104	106	102
GRK2 aptamer HTS	0	0	0	9	2	3	3	2	2	1
GLD-1 TGE inh	4	2	6	.	-4	2	-4	-5	2	3
MCL1-BIM inh	1	-1	-6	.	-2	4	-3	3	0	10
VLA-4 inh	18	-12	9	-2	-2	4	-4	0	-9	3
AGP1 TOR yeast	106	92	99	86	105	97	92	115	100	87
Bcl-xL primary	2	7	-1	.	2	2	-5	5	1	8
CR mimetic SO	98	91	102	93	113	95	116	89	100	99
MEX-5 binding	-1.9	-3.4	1.2	.	.	0.9	-0.7	0.8	1.2	-0.4

11) CC(=O)N1CCN(c2ccc(NC(=O)c3ccc(Cl)cc3)cc2)CC1
12) NC(=O)c1c(N)sc(=S)n1-c1ccccc1
13) Cc1ccc(/C=N\NC(=O)COc2ccc(C)cc2[N+](=O)[O-])cc1
14) Cc1ccc(C(=O)Oc2cc(-c3ccccc3)no2)cc1
15) COc1ccc(C(=O)NNC(=O)Cc2nc3ccccc3n2C)cc1
16) CCOC(=O)/C(=C/c1c(C)n(C)c2ccc([N+](=O)[O-])cc12)C(C)=O
17) Cc1ccc(CCNC(=O)C2CCCN(c3nc4ccccc4o3)C2)cc1 (stereo not given)
18) COc1ccc(-c2nnc3sc(CN4C(=O)c5ccccc5C4=O)nn23)cc1
19) NS(=O)(=O)c1cccc(NC(=O)Cc2ccc(Cl)c(Cl)c2)c1
20) COc1ccc(CCN(CC(=O)NC2CCCC2)C(=O)CCC(=O)Nc2cc(C)on2)cc1OC
Compound	11	12	13	14	15	16	17	18	19	20
CIT2-GFP yeast	100	107	95	98	105	99	96	97	94	99
GRK2 aptamer HTS	0	5	1	0	8	3	0	2	0	0
GLD-1 TGE inh	6	7	2	-7	2	0	4	1	-5	-1
MCL1-BIM inh	-3	4	-3	16	.	-2	4	3	-1	-2
VLA-4 inh	-1	16	0	4	0	-2	2	7	5	-7
AGP1 TOR yeast	99	112	99	28	104	98	92	102	98	100
Bcl-xL primary	-3	5	-4	4	.	4	0	2	2	-4
CR mimetic SO	104	95	108	77	116	99	94	106	104	101
MEX-5 binding	-1.0	1.9	2.0	0.9	.	-3.7	.	0.5	2.7	2.1

# Complete entries, looked up by structure.
# Record of NS(=O)(=O)c1cccc(NC(=O)Cc2ccc(Cl)c(Cl)c2)c1 = CIT2-GFP yeast = 94; GRK2 aptamer HTS = 0; GLD-1 TGE inh = -5; MCL1-BIM inh = -1; VLA-4 inh = 5; AGP1 TOR yeast = 98; Bcl-xL primary = 2; CR mimetic SO = 104; MEX-5 binding = 2.7
# Record of COc1ccc(-c2nnc3sc(CN4C(=O)c5ccccc5C4=O)nn23)cc1 = CIT2-GFP yeast = 97; GRK2 aptamer HTS = 2; GLD-1 TGE inh = 1; MCL1-BIM inh = 3; VLA-4 inh = 7; AGP1 TOR yeast = 102; Bcl-xL primary = 2; CR mimetic SO = 106; MEX-5 binding = 0.5
# Record of Cc1ccc(/C=N\NC(=O)COc2ccc(C)cc2[N+](=O)[O-])cc1 = CIT2-GFP yeast = 95; GRK2 aptamer HTS = 1; GLD-1 TGE inh = 2; MCL1-BIM inh = -3; VLA-4 inh = 0; AGP1 TOR yeast = 99; Bcl-xL primary = -4; CR mimetic SO = 108; MEX-5 binding = 2.0

# Additional structures follow:
21) O=C(COc1ccc2ccccc2c1)N1CCCC1
22) COc1cc(OC)c(CN2CCN(c3ccc(F)cc3)CC2)cc1Br
23) CS(=O)(=O)Nc1ccccc1C(=O)OCC(=O)NC1CC1
24) CC1CCCN(CC(O)COc2ccc(S(=O)(=O)N3CCCC3)cc2[N+](=O)[O-])C1 (stereo not given)
25) Cc1cccc(C)c1OC(=O)CN1C(=O)c2ccccc2C1=O
26) COc1ccc(CNC(=O)COc2ccc(C(=O)c3ccc(F)cc3)cc2)cc1
27) CSc1cccc(NC(=O)CNS(=O)(=O)c2ccccc2)c1
28) NC(=O)CSc1nc2ccccc2n1Cc1ccccc1F
29) COc1ccc(S(=O)(=O)N2C(=O)/C(=C3\SC(N)=NC3=O)c3ccccc32)cc1
30) N=c1n(CCN2CCOCC2)c2ccccc2n1CC(O)COc1ccccc1 (stereo not given)
Compound	21	22	23	24	25	26	27	28	29	30
CIT2-GFP yeast	97	.	94	93	96	101	93	103	101	110
GRK2 aptamer HTS	0	0	3	19	1	0	0	0	4	0
GLD-1 TGE inh	-7	2	-2	-1	4	3	.	3	5	2
MCL1-BIM inh	0	1	-7	54*	8	5	.	7	-3	10
VLA-4 inh	-6	21	7	4	15	2	11	2	6	1
AGP1 TOR yeast	99	92	106	109	96	103	94	100	99	103
Bcl-xL primary	4	3	-3	7	3	-1	.	5	4	1
CR mimetic SO	98	102	102	95	105	125	98	95	111	94
MEX-5 binding	1.7	-2.6	.	.	-3.1	2.3	2.5	3.5	2.1	1.0

31) O=C(Cn1nnc(-c2ccccc2F)n1)OCC(=O)c1ccccc1
32) N=c1n(N)c2ccccc2n1CC(=O)c1ccc(Br)cc1
33) CCCNC(=O)c1ccc2c(=O)c(O)c(-c3ccc(OC)cc3)[nH]c2c1
34) Cc1cc(C(=O)NCC(=O)OCC(=O)NCC2CCCO2)ccc1[N+](=O)[O-] (stereo not given)
35) Cc1ccc(/C=N/NC(=O)CSc2nc3ccccc3n2Cc2ccc(Cl)cc2)o1
36) CC1CCN(C(=O)CCc2nnc3ccc(NCc4ccco4)nn23)CC1
37) CSc1ccccc1NC(=O)c1cc(-c2cccnc2)nc2ccc(Br)cc12
38) Cc1c(C(C)(C)O)[nH]c2ccc(C#N)cc12
39) Cc1ccc(C)c(OCC(=O)N(Cc2nnc(-c3ccccc3Cl)o2)C2CC2)c1
40) CC(=O)Nc1ccc(N2C(=O)CCC2=O)cc1C
Compound	31	32	33	34	35	36	37	38	39	40
CIT2-GFP yeast	88	116	83	102	100	112	89	65	94	83
GRK2 aptamer HTS	4	0	0	4	1	1	0	0	5	3
GLD-1 TGE inh	-2	0	7	1	4	7	6	6	-2	3
MCL1-BIM inh	-2	3	6	-5	16	5	-20	-2	-5	-3
VLA-4 inh	-6	4	7	-3	-19	18	-1	7	7	-2
AGP1 TOR yeast	107	112	78	102	93	103	99	76	105	90
Bcl-xL primary	1	1	9	5	6	9	-7	2	-3	0
CR mimetic SO	100	98	103	125	96	91	103	99	100	103
MEX-5 binding	4.2	0.2	-5.5	.	1.4	-2.7	-1.7	2.2	3.3	0.5

41) Cc1cc2cc(CNC(=O)Nc3ccccc3)ccc2[nH]1
42) CC1(C)CC(=O)C=C(N2CCOCC2)C1
43) Cc1cccc(N(CC(=O)NCCSCc2ccccc2)S(C)(=O)=O)c1
44) O=C(C1=C[C@@H](c2csc3ccccc23)C[C@@H](OCc2ccc(CO)cc2)O1)N1CCN(Cc2ccc3c(c2)OCO3)CC1
45) COc1ccc(CN2CCC(CNC(=O)NC3CCCCC3)CC2)cc1
46) CCOc1cc(/C=N/Nc2ncnc(Cl)c2N)ccc1O
47) O=C(NCC1CCCCC1)c1cccnc1
48) O=C(Nc1ccc2c(c1)OCO2)c1cccc2c1C(=O)N(Cc1cccnc1)C2
49) O=C(Nc1ccccc1)c1ccncc1
50) Cc1ccc(C2=Nc3ccccc3SC(c3cccc([N+](=O)[O-])c3)C2)cc1 (stereo not given)
Compound	41	42	43	44	45	46	47	48	49	50
CIT2-GFP yeast	100	93	107	.	103	110	104	90	86	102
GRK2 aptamer HTS	7	0	1	.	0	1	2	13	0	0
GLD-1 TGE inh	8	4	4	-2	6	4	-1	-1	0	4
MCL1-BIM inh	-4	5	-1	-4	6	17	2	1	10	4
VLA-4 inh	-1	4	7	.	-7	-3	13	-5	9	4
AGP1 TOR yeast	99	89	99	.	101	98	102	98	91	108
Bcl-xL primary	2	2	0	2	6	8	-1	2	4	9
CR mimetic SO	108	101	82	.	115	72	104	99	100	99
MEX-5 binding	1.6	0.0	1.8	-2.1	0.4	-2.4	0.1	-2.2	-0.1	1.9

51) CC(=O)Nc1ccc(NC(=O)c2ccnn2C)cc1
52) Cc1cc2cc3c(cc2nc1SCC(=O)O)CCC3
53) C/C(=N\NC(=O)c1ccc(Cl)cc1)c1ccccn1
54) CC(=O)C1=C(O)C(=O)N(C)C1c1ccccc1[N+](=O)[O-] (stereo not given)
55) O=C(N/N=C/c1ccccc1[N+](=O)[O-])c1ccc2c(c1)OCCO2
56) Cc1ncoc1C(=O)Nc1ccccc1-c1ccccc1
57) CC(=O)c1sc(NC(=O)c2ccc(F)c(F)c2)nc1C
58) O=C(C[N+]1(CC#Cc2ccccc2)CCOCC1)c1ccccc1
59) CN(C)c1ccc(N/C(=N\S(=O)(=O)c2cccs2)c2ccccc2)cc1
60) Cc1ccc(S(=O)(=O)c2ccc(Cl)cc2)cc1S(=O)(=O)N1CCOCC1
Compound	51	52	53	54	55	56	57	58	59	60
CIT2-GFP yeast	107	102	107	.	?	104	96	93	105	82
GRK2 aptamer HTS	0	1	0	0	4	0	0	0	0	0
GLD-1 TGE inh	1	7	-2	16	2	4	7	3	3	4
MCL1-BIM inh	0	0	-12	14	4	5	-6	8	9	-2
VLA-4 inh	8	1	11	-2	-8	-2	3	2	9	1
AGP1 TOR yeast	109	105	109	.	33[may fluoresce violet]	101	93	96	97	102
Bcl-xL primary	4	2	-6	9	-1	10	1	10	8	2
CR mimetic SO	96	123	84	101	106	94	102	104	77	98
MEX-5 binding	.	2.0	2.6	-0.6	2.3	2.7	-1.4	-0.7	-1.1	-1.1

61) O=C(C[n+]1ccc(C(=O)c2ccccc2)cc1)Nc1ccc(C(F)(F)F)cc1
62) O=C(NCC1CCCO1)c1onc(CSc2cccc3ccccc23)c1C(=O)O (stereo not given)
63) Cc1cccn2c(=O)c(C=O)c(Nc3ccccc3)nc12
64) O=C1c2cccc3cccc(c23)C(=O)N1c1ccncc1
65) COc1ccc(NC(=O)CCNS(=O)(=O)c2cccc3nsnc23)c(OC)c1
Compound	61	62	63	64	65
CIT2-GFP yeast	97	97	111	110	81
GRK2 aptamer HTS	0	0	0	2	0
GLD-1 TGE inh	0	-11	7	6	0
MCL1-BIM inh	-1	1	2	3	4
VLA-4 inh	13	-4	-3	-9	0
AGP1 TOR yeast	99	100	104	105	85
Bcl-xL primary	-2	4	2	-1	4
CR mimetic SO	103	90	94	115	100
MEX-5 binding	3.6	0.3	0.7	.	0.0
